Source: PubChem BioAssay
IDE cell inh = inhibits human insulin-degrading enzyme in HEK cells; inhibition, % at 5.59 µM; AID 434962; 320,000 compounds, 0.41% hits; FAbetaB cleavage, fluorescence polarization;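 active means percent inhibition above the average of all tested compounds plus 3 SD, set per screening campaign, cut at about 16% in these data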;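 further: IDE supplied by intact live HEK cells; FP after avidin binding of uncleaved biotin substrate so inhibition keeps polarization high; 0% = DMSO wells and 100% = 60 µM reference IDE inhibitor Ii1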
Target sequence (P14735 whole entry, looked up): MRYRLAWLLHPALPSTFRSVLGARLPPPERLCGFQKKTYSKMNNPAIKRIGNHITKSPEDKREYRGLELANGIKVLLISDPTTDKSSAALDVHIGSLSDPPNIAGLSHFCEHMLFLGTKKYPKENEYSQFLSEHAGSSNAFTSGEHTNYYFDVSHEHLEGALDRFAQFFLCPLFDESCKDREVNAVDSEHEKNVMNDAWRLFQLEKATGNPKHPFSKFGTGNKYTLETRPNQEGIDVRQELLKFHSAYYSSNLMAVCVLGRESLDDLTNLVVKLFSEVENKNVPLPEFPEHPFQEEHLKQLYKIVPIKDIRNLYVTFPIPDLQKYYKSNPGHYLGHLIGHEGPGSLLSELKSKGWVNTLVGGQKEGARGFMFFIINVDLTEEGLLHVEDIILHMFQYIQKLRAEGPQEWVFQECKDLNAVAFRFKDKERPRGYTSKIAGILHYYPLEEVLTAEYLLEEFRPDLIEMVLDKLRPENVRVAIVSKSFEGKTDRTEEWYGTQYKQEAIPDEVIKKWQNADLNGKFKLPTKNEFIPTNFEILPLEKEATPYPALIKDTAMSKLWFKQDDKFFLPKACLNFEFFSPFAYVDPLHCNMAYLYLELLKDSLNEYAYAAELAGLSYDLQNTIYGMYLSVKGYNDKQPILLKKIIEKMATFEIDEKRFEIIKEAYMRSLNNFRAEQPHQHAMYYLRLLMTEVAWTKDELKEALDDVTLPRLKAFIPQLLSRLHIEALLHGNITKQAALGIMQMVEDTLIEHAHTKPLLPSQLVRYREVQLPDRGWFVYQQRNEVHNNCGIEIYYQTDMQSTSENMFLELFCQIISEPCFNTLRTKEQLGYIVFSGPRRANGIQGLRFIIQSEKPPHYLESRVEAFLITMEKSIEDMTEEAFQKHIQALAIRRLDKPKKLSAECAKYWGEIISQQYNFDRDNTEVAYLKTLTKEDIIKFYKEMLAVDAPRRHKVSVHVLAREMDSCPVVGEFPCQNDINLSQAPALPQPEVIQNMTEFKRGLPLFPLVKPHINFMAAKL
IDE act = boosts human insulin-degrading enzyme activity in HEK cells; activation, % at 5.96 µM; AID 493087; P14735; FAbeta-B cleavage, fluorescence polarization; 0% vehicle, 100% cell-free pure enzyme wells; 340,000 compounds, 0.073% hits;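 active means activation above the mean of all tested compounds plus 3 SD, set per screening campaign, cut at about 17% in these data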
Starred values were filed as active, the others as inactive.

IDE cell inh | IDE act | Compound
2 | 1 | Cc1c(C(=O)Nc2ccc3nc(N4CCOCC4)sc3c2)oc2ccccc12
-2 | 3 | COc1ccc(OC)c(/C=C/C(=O)OCC(=O)N2CCCC2)c1
-4 | 2 | COc1cc(/C=C/C(=O)OCC(=O)NCc2ccccc2OC)ccc1O
-1 | 1 | CCCN(C1CCS(=O)(=O)C1)S(=O)(=O)c1ccc(F)cc1 (stereo not drawn)
-2 | 6 | COc1ccc(OC)c(/C=N/NC(=O)c2ccc[n+](CC(=O)c3ccccc3)c2)c1
-2 | 1 | O=C(CNc1cc([N+](=O)[O-])ccc1NCCO)Nc1cccc(S(=O)(=O)N2CCCCC2)c1
-2 | -1 | CCN(CC(=O)NCc1cccs1)C(=O)c1ccc(S(=O)(=O)Nc2ccccc2F)cc1
-2 | 5 | COc1ccc(NC(=O)c2ccc(S(=O)(=O)N3CC(C)CC(C)C3)cc2)cc1S(N)(=O)=O (stereo not drawn)
9 | -4 | COc1ccc(C(=O)Nc2ccc(O)c3ccccc23)cc1
2 | 5 | COc1ccc(CCC(=O)OCC(=O)NCc2ccc(OC)c(OC)c2)cc1OC
-1 | 3 | CC(OC(=O)c1ccc(Br)o1)C(=O)NCC1CCCCC1 (stereo not drawn)
-3 | -2 | CC(C)(C)N1CC23CCC(C[C@@H]2C1=O)O3 (stereo partly drawn)
8 | 3 | COc1cc(C)c(NC(=O)COc2cccc3c2OC(C)(C)C3)cc1OC
3 | -2 | COc1ccc(C(=O)NC(CCSC)C(=O)NC2CC2)cc1 (stereo not drawn)
-2 | 5 | CCN(C[C@H]1N[C@@](C)(C(=O)OC)[C@H]2C(=O)N(C)C(=O)[C@@H]12)C(=O)Nc1ccc(Cl)cc1

Carrying on:
IDE cell inh | IDE act | Compound
-4 | 6 | O=C(Cc1ccsc1)N1CCN(S(=O)(=O)c2cccc(F)c2)CC1
-3 | 3 | CN(C(=O)COC(=O)CCc1c[nH]c2ccccc12)c1ccccc1
3 | -2 | COc1ccc(-c2c(C#Cc3ccsc3)c3cc(Br)ccc3n2C)cc1
-1 | 5 | C=CC[C@@H](CC(=O)OC(C)(C)C)C(=O)OC[C@@H]1CCCN1C(=O)[C@@H](CC=C)CC(=O)N(CCO)Cc1ccccc1
2 | 1 | CC(C(=O)Nc1ccc2[nH]c(=O)[nH]c2c1)N1CCN(Cc2ccc3c(c2)OCO3)CC1 (stereo not drawn)
10 | 1 | Cc1nnc(SCC(=O)N2CCCC2)n1-c1ccc(F)cc1
-2 | 7 | Cc1ccc(NC(=O)CSCC(=O)Nc2cc(Cl)ccc2N2CCN(C)CC2)cc1
4 | 3 | Cc1csc(=O)n1CC(=O)OCC(=O)Nc1cc(S(=O)(=O)N2CCOCC2)ccc1Cl
-3 | 0 | CCCN(CC(=O)Nc1ccccc1OC)C(=O)Cn1[nH]c(=O)c2ccccc2c1=O
-3 | 2 | COc1ccc(NC(=O)CCCN2C(=O)CN(C)C2=O)cc1Cl
0 | 1 | Cc1ccc(S(=O)(=O)N2CCN(C(=O)Cc3c(F)cccc3Cl)CC2)cc1
3 | -5 | Cc1sc2ncnc(N3CCC(C(=O)Nc4ccc(OC(F)F)c(Cl)c4)CC3)c2c1C
2 | 4 | CC(C)NC(=O)N(C)C[C@H]1Oc2ccc(NS(=O)(=O)c3ccc(F)cc3)cc2C(=O)N([C@H](C)CO)C[C@@H]1C
1 | 2 | Nc1ncnc2c1nc(N1CCCCC1)n2[C@@H]1O[C@H](CO)[C@@H](O)[C@H]1O
1 | -3 | CCCc1cc(=O)[nH]c(SCC(=O)Nc2ccc(C(=O)Nc3ccccc3OC)cc2)n1

Next section:
IDE cell inh | IDE act | Compound
3 | 0 | COc1ccc(C2(C)NC(=O)N(CC(=O)NCC(=O)Nc3ccc(F)c(F)c3F)C2=O)cc1OC (stereo not drawn)
1 | 1 | Cc1cn2c(=O)c(C(=O)NCc3ccc4c(c3)OCO4)cnc2s1
-2 | 2 | CCOc1ccccc1N1CC(C(=O)NNC(=O)c2ccc(F)cc2)CC1=O (stereo not drawn)
-5 | 7 | Clc1cc(Cl)c(Cl)cc1Cl
-1 | 1 | COCc1cccc(C2=CC(=O)C[C@H](c3ccc(F)cc3)C2)c1
0 | 2 | CCCN(Cc1nnc(-c2ccccc2Cl)o1)C(=O)c1cc2ccccc2o1
5 | -1 | O=C(NCC(=O)N1CCN(Cc2ccccc2)CC1)c1cc(Cl)cc([N+](=O)[O-])c1
2 | -3 | CCCCCCSc1ccc(-c2nc3ccc(C)cn3c2NC2CCCCC2)cc1
2 | 4 | Cc1c(C(=O)NN2CCOCC2)cccc1[N+](=O)[O-]
2 | 3 | Cc1ccc(S(=O)(=O)N2CCCCC2)cc1NC(=O)c1cc(=O)[nH]c2ccccc12
-2 | 4 | O=C(NN=Cc1ccccc1OC(F)F)c1ccc(NS(=O)(=O)c2cccs2)cc1
4 | 4 | CCOc1ccc(OCCC(=O)OCC(=O)Nc2ccc3c(c2)OCO3)cc1
8 | 7 | C[C@H]1Oc2ccccc2C(=O)C1C(=O)c1ccccc1 (stereo partly drawn)
1 | -5 | COc1ccccc1-n1ccnc(SCC(=O)NCc2ccccc2)c1=O
1 | 4 | Cc1ccc(S(=O)(=O)Nc2ncnc3sc(C)c(C)c23)cc1

Carrying on.
IDE cell inh | IDE act | Compound
5 | 3 | O=C(CCNS(=O)(=O)c1ccccc1F)N1CCN(Cc2ccccc2)CC1
-6 | 0 | COc1ccc(NC(=O)CN2C(=O)NC(C)(C3CC3)C2=O)cc1S(=O)(=O)N1CCOCC1 (stereo not drawn)
9 | -6 | CCOC(=O)[C@H]1[C@H]2COc3ccc(C)cc3[C@@H]2N2C(=O)c3cc(Br)ccc3NC(=O)[C@@]12C
2 | 6 | O=C(Oc1cc(Cl)ccc1Cl)C1=CC=CN2CCS(=O)(=O)N=C12
-4 | -2 | CNC(=O)c1ccc(NC(=O)c2cc(S(=O)(=O)N3CCOCC3)ccc2N2CCCC2)cc1
-1 | 1 | CCN(CC)c1ccc(S(=O)(=O)N2CCCCC2)cc1NC(=O)C1=COCCO1
6 | -2 | COc1ccc(C)cc1NC(=O)CSc1nnc2ccc(-c3ccncc3)nn12
1 | -2 | C[C@H](CO)N1C[C@H](C)[C@@H](CN(C)C(=O)Nc2ccccc2)Oc2ccc(NS(=O)(=O)c3ccccc3)cc2C1=O
1 | 2 | Cc1cc(C)cc(NC(=O)COC(=O)Cn2cnc3c2c(=O)n(C)c(=O)n3C)c1
3 | 0 | C=CCN(c1ccc(Br)cc1C(=O)OC)S(C)(=O)=O
1 | -1 | Cc1ccc(NC(=O)CN(C)C(=O)c2ccc(-n3cncn3)c([N+](=O)[O-])c2)cc1
-2 | 4 | COc1ccc(Cl)cc1NC(=O)CN(C)C(=O)c1ccc(C)s1
6 | -1 | CS(=O)(=O)c1cccc(-c2nnc(NC(=O)C3=COCCO3)o2)c1
5 | -3 | COc1cc(OC)cc(-c2c(C#Cc3ccsc3)c3cc(-c4ccc5c(c4)OCCO5)ccc3n2C)c1
2 | 0 | Cc1ccc(OCCNC(=O)c2cccc(S(=O)(=O)N3CCN(C)CC3)c2)cc1

Carrying on:
IDE cell inh | IDE act | Compound
4 | -4 | Nc1nc(=S)c2[nH]cnc2[nH]1
-2 | 8 | COc1cccc(-c2c(-c3cc(OC)cc(OC)c3)n(C)c3ccc(-c4cccc5[nH]ccc45)cc23)c1
-2 | 7 | O=C(N[C@H]1C/C=C\C[C@@H](CC(=O)N(CCO)Cc2ccccc2)C(=O)NC[C@H](c2ccccc2)OC1=O)OCC1c2ccccc2-c2ccccc21
-1 | 6 | COc1cccc(CN(C)C(=O)c2cc(S(=O)(=O)NCc3ccccc3)ccc2C)c1OC
2 | 1 | COc1ccc(C2=CC(=O)C[C@H](c3ccc(F)cc3)C2)cc1F
3 | 3 | COC(=O)c1ccc(NC(=O)c2cc(-c3ccncc3)nc3ccccc23)cc1
1 | 1 | Cc1nn(-c2ccc(F)cc2)c(Cl)c1C(=O)OC(C)C(=O)N(C)C1CCCCC1 (stereo not drawn)
0 | 4 | C[C@H](CO)N1C[C@H](C)[C@H](CN(C)CC2CC2)Oc2ccc(NC(=O)CCN3CCOCC3)cc2C1=O
1 | 6 | O=S(=O)(c1cccc(Cl)c1)N1CCN(S(=O)(=O)c2ccc3c(c2)OCCO3)CC1
-1 | 4 | Cc1cc(NC(=O)COC(=O)CNC(=O)c2cccs2)c([N+](=O)[O-])cc1C
3 | 4 | CCN(CC(=O)Nc1cc(S(=O)(=O)N2CCOCC2)ccc1C)Cc1ccccc1
-3 | 4 | CCN(C(=O)CSc1n[nH]c(-c2ccccc2)n1)c1c(N)n(Cc2ccccc2)c(=O)[nH]c1=O
-5 | 1 | COCCN(C(=O)CSc1nnc(-c2ccc(C)c(C)c2)o1)c1c(N)n(CC(C)C)c(=O)[nH]c1=O
0 | 4 | Cc1ccc(S(=O)(=O)N2[C@@H](c3ccc(C(C)(C)C)cc3)C(C(=O)O)=CC[C@H]2c2ccc3c(c2)OCO3)cc1
-1 | -1 | Cc1cccc(Oc2ccc(NC(=O)C3=CC=CN4CCS(=O)(=O)N=C34)cc2)c1

Later entries.
IDE cell inh | IDE act | Compound
6 | 2 | CC(=O)N1CCN(C(=O)c2cc(S(=O)(=O)N(C)c3ccc(F)cc3)ccc2Cl)CC1
2 | 3 | CCCn1c(SCC(=O)NC2CCC(C)CC2)n[nH]c1=O (stereo not drawn)
-4 | 3 | COc1cccc(NC(=O)CN(C)C(=O)C23CC4CC(CC(Cl)(C4)C2)C3)c1
-3 | 2 | Cc1ccc(NS(=O)(=O)c2ccccc2F)cc1S(=O)(=O)N1CCCCC1
-2 | 6 | O=C(CNC(=O)c1ccccc1F)OCCCOC(=O)CNC(=O)c1ccccc1F
-3 | -1 | CCc1nnc(NC(=O)C2CCCN(C(=O)c3ccc(Cl)cc3)C2)s1 (stereo not drawn)
-1 | 2 | Nc1nc(N)nc(-c2cc(C(F)(F)F)ccc2Cl)n1
-2 | 0 | COc1ccc(C(=O)Nc2ccc(C)cn2)cc1S(=O)(=O)N1CCCc2ccccc21
-3 | 0 | Cc1cc(F)ccc1S(=O)(=O)Nc1ccc(C(=O)N2CCCCCC2)cc1
2 | 0 | COc1ccc(S(=O)(=O)Nc2cccc3c2O[C@H](CN(C)Cc2ccc(-c4ccccc4)cc2)[C@@H](C)CN([C@H](C)CO)C3=O)cc1
2 | 0 | CC(=O)Nc1ccc(S(=O)(=O)NCCC(=O)OCc2csc(CC(=O)Nc3ccccc3C)n2)cc1
9 | -4 | CC1Cc2ccccc2N1C(=O)COC(=O)c1ccc([N+](=O)[O-])o1 (stereo not drawn)
-1 | 3 | C[C@H](CO)N1C[C@H](C)[C@@H](CN(C)C(=O)Nc2ccc3c(c2)OCO3)Oc2ccc(NC(=O)NC3CCCCC3)cc2C1=O
2 | 1 | CC[C@@]1(C(=O)OC)N[C@H](CN(C)C(=O)Nc2ccc(Cl)cc2)[C@@H]2C(=O)N(C)C(=O)[C@@H]21
-6 | 3 | O=C(COC(=O)COc1ccc(Cl)cc1Cl)NC1CCCCCC1

Part of the list above, as labelled records.
canonical_smiles: O=C(NN=Cc1ccccc1OC(F)F)c1ccc(NS(=O)(=O)c2cccs2)cc1
  IDE cell inh: -2
  IDE act: 4
canonical_smiles: CCOc1ccc(OCCC(=O)OCC(=O)Nc2ccc3c(c2)OCO3)cc1
  IDE cell inh: 4
  IDE act: 4
canonical_smiles: C[C@H]1Oc2ccccc2C(=O)C1C(=O)c1ccccc1 (stereo partly drawn)
  IDE cell inh: 8
  IDE act: 7
canonical_smiles: COc1ccccc1-n1ccnc(SCC(=O)NCc2ccccc2)c1=O
  IDE cell inh: 1
  IDE act: -5

(listing goes on)
IDE cell inh | IDE act | Compound
-2 | -2 | CCOc1ccc(C(=O)CCC(=O)Nc2ccncc2)cc1
-4 | -2 | C#CCC(NC(=O)c1ccc(C(F)(F)F)cc1)C(=O)NCCC (stereo not drawn)
3 | -4 | Nc1cc(Cl)ccc1C(=O)OCC(=O)NCC1CCCO1 (stereo not drawn)
-4 | 4 | O=C1c2ccccc2C(=O)N1CCC#Cc1ccc2cc(CCCO)oc(=O)c2c1
-4 | 5 | COc1cc2cc(CCO)oc(=O)c2cc1OC
-2 | 3 | Cc1ccc(NC(=O)CN(C)C(=O)CSc2ccc3c(c2)OCCO3)cc1
1 | -3 | NC(=O)c1ccc(NC(=O)COC(=O)c2ccc3ccccc3n2)cc1
-2 | 6 | O=C1NCCOC(=O)[C@@H](Cc2ccc(F)cc2)C/C=C\C[C@@H]1CC(=O)N(CCO)Cc1ccccc1
6 | 0 | CN(Cc1nc2ccccc2c(=O)[nH]1)C(=O)C1CC(=O)N(c2cccc3ccccc23)C1 (stereo not drawn)
3 | 0 | Cc1ccc(NC(=O)CN(C)C(=O)COC(=O)CNS(=O)(=O)c2ccc(F)c(F)c2F)cc1
-2 | 0 | Cc1cccc([C@@H](NC(=O)OC(C)(C)C)C(=O)OC(C)(C)C)c1
1 | -1 | Oc1cc(NCCN2CCOCC2)cc2cccnc12
-1 | 2 | Cc1ccc(S(=O)(=O)Nc2ccc3c(c2)C(=O)N([C@H](C)CO)C[C@H](C)[C@@H](CN(C)C(=O)Nc2ccc4c(c2)OCO4)O3)cc1
-1 | 3 | O=S(=O)(NC1CCCCCC1)c1cccc(Cl)c1
3 | -2 | Cc1ccc(-c2nn(-c3ccccc3)cc2C(=O)N2CCN(C3CCS(=O)(=O)C3)CC2)cc1 (stereo not drawn)

Other results follow.
IDE cell inh | IDE act | Compound
-1 | 1 | O=C(/C=C/c1ccccc1)OCC(=O)c1ccc[nH]1
-3 | -1 | O=C(OCc1cccc(C(F)(F)F)c1)c1cc(S(=O)(=O)N2CCOCC2)ccc1F
-1 | 5 | COc1ccc(CCNC(=O)c2cc([N+](=O)[O-])ccc2N2CCOCC2)cc1
0 | -2 | CCOC(=O)C1=C(COC(=O)c2cc(S(=O)(=O)N(C)C)ccc2C)NC(=O)NC1C (stereo not drawn)
5 | -5 | COc1cccc(CC(=O)OCC(=O)NC(Cc2ccccc2)C(C)=O)c1 (stereo not drawn)
-3 | 1 | COc1cccc(C(=O)OCC(=O)c2c(N)n(C)c(=O)n(C)c2=O)c1

Only part of the results is shown (hit frequency here may not be typical).
